NCI-60 one-dose screen, 48 h, at 10 µM unless noted. Numbers give growth in % (100 = growth as untreated, 0 = no growth, -100 = all killed).
786-0 – 786-0 renal cancer cells; 81,000 compounds, 5.1% hits
TK-10 – TK-10 renal cancer cells | 81,000 compounds, 3.9% hits
ACHN – ACHN renal cancer. 81,000 compounds, 4.9% hits. AID 1794771
UO-31 – UO-31 renal cancer. 81,000 compounds, 5.2% hits. AID 1794768
RXF 393 – RXF 393 renal cancer cells; 77,000 compounds, 6.9% hits; AID 1794773
SN12C – SN12C renal cancer cells. 81,000 compounds, 3.8% hits. AID 1794767
CAKI-1 – CAKI-1 renal cancer. 75,000 compounds, 4.7% hits. AID 1794772
A498 – A498 renal cancer cells. 76,000 compounds, 5.4% hits. AID 1794774
U251 – U251 CNS tumor cells. 80,000 compounds, 5.4% hits
* = called active by the depositor; / = no result given; & = joins results of further samples. Rule for the calls: active = growth percent below 10; inactive = the rest.

SMILES	786-0	TK-10	ACHN	UO-31	RXF 393	SN12C	CAKI-1	A498	U251
O=C1/C(=C/c2ccccc2)CCc2nc3ccccc3c(/C=C/c3ccc(F)cc3)c21	91	131	96	74	101	95	84	108	95
C=C(C)[C@@H]1CC[C@]2(C(=O)O)CC[C@]3(C)[C@H](CC[C@@H]4[C@@]5(C)C[C@@H](CC#Cc6ccccc6N)[C@H](O)C(C)(C)[C@@H]5CC[C@]43C)[C@@H]12	95	99	98	79	119	99	81	106	107
CCn1c(SCc2ccccc2)nc2c1c(=O)n(C)c(=O)n2C	100	103	108	90	105	103	93	90	94
COc1ccc(/C=C/C(=O)c2ccc(NC(=O)COc3cccc4cccnc34)cc2)cc1	96	99	91	76	110	88	86	/	98
CC(C)Cn1cnc2c(SC(C)C)nc(N)nc21	106	97	107	91	108	96	/	91	102
NC[C@@H]1CCN(c2cc3c(cc2F)c(=O)n(N)c(=O)n3Cc2ccc(-c3ccccc3)cc2)C1	66	95	95	70	75	87	/	90	65
c1ccc(CNc2nc(-c3ccccc3)[nH]c2-c2ccccc2)cc1	104	109	109	97	124	101	105	80	108
O=[N+]([O-])c1ccc(/C=C/C2(CCl)OCCO2)cc1	86	103	116	95	104	102	/	113	97
O=C1C(Cl)=C(Cl)C(Cl)(Cl)C(Cl)=C1Cl	110	109	103	72	109	97	94	101	102
O=C(CN1CCCC1)Nc1nc(-c2ccc(Cl)cc2)cs1	86	114	91	65	101	95	71	103	/
CCOC(=O)c1cn2c3c(cc(C)cc3c1=O)C(=O)/C(=C/c1ccc(C(F)(F)F)cc1)C2	96	87	99	53	94	86	82	105	93
CC12CCC3C(C1)C(C(=O)O2)C(=O)OC3(C)C (stereo not drawn)	94&105	102&97	101&111	90&97	132&109	101&100	96&100	109&104	107&98
O=C(Nn1c(COc2ccccc2)nc2ccccc2c1=O)c1ccc(F)cc1	97	124	92	61	87	58	70	95	75
COc1cc2cc(Oc3ccc(NC(=O)Nc4ccc(Cl)c(Cl)c4)cc3)c(C)nc2cc1OCCN1CCOCC1	91	124	93	84	84	92	87	73	97
COc1ccc(C2NC(=O)N=C3C2C(N)=NN3c2ccccc2)cc1 (stereo not drawn)	96	89	95	74	111	94	82	100	93
CCCCN(CCCC)CCCCNc1c(C)cnc2cc(Cl)ccc12	/	103	103	69	80	88	90	61	83
COc1ccc(Cc2nn(CC(=O)N/N=C/c3ccc(Br)cc3)c(=O)c3c(C)noc23)cc1	-53*	-0.7*	5.6*	-16*	-34*	12	21	21	-28*
NC(=O)C1c2ccccc2C=Cc2ccccc21	106	98	105	100	37	100	85	100	103
CC[N+](CC)(CC)Cc1ccccc1	102	100	107	89	105	107	94	101	102
CC1=CC2C(=O)c3c([nH]c4ccccc34)NC2C=C1 (stereo not drawn)	106	197	107	86	106	102	86	93	106

15 entries from above, with values under each structure.
Value order: 786-0	TK-10	ACHN	UO-31	RXF 393	SN12C	CAKI-1	A498	U251
CC(C)Cn1cnc2c(SC(C)C)nc(N)nc21
 : 106	97	107	91	108	96	/	91	102
NC[C@@H]1CCN(c2cc3c(cc2F)c(=O)n(N)c(=O)n3Cc2ccc(-c3ccccc3)cc2)C1
 : 66	95	95	70	75	87	/	90	65
c1ccc(CNc2nc(-c3ccccc3)[nH]c2-c2ccccc2)cc1
 : 104	109	109	97	124	101	105	80	108
O=[N+]([O-])c1ccc(/C=C/C2(CCl)OCCO2)cc1
 : 86	103	116	95	104	102	/	113	97
O=C1C(Cl)=C(Cl)C(Cl)(Cl)C(Cl)=C1Cl
 : 110	109	103	72	109	97	94	101	102
O=C(CN1CCCC1)Nc1nc(-c2ccc(Cl)cc2)cs1
 : 86	114	91	65	101	95	71	103	/
CCOC(=O)c1cn2c3c(cc(C)cc3c1=O)C(=O)/C(=C/c1ccc(C(F)(F)F)cc1)C2
 : 96	87	99	53	94	86	82	105	93
CC12CCC3C(C1)C(C(=O)O2)C(=O)OC3(C)C (stereo not drawn)
 : 94&105	102&97	101&111	90&97	132&109	101&100	96&100	109&104	107&98
O=C(Nn1c(COc2ccccc2)nc2ccccc2c1=O)c1ccc(F)cc1
 : 97	124	92	61	87	58	70	95	75
COc1cc2cc(Oc3ccc(NC(=O)Nc4ccc(Cl)c(Cl)c4)cc3)c(C)nc2cc1OCCN1CCOCC1
 : 91	124	93	84	84	92	87	73	97
COc1ccc(C2NC(=O)N=C3C2C(N)=NN3c2ccccc2)cc1 (stereo not drawn)
 : 96	89	95	74	111	94	82	100	93
CCCCN(CCCC)CCCCNc1c(C)cnc2cc(Cl)ccc12
 : /	103	103	69	80	88	90	61	83
COc1ccc(Cc2nn(CC(=O)N/N=C/c3ccc(Br)cc3)c(=O)c3c(C)noc23)cc1
 : -53*	-0.7*	5.6*	-16*	-34*	12	21	21	-28*
NC(=O)C1c2ccccc2C=Cc2ccccc21
 : 106	98	105	100	37	100	85	100	103
CC[N+](CC)(CC)Cc1ccccc1
 : 102	100	107	89	105	107	94	101	102

The list goes on:
SMILES	786-0	TK-10	ACHN	UO-31	RXF 393	SN12C	CAKI-1	A498	U251
O=C1Nc2ccc(Cl)cc2C12NCCc1cc(O)c(O)cc12 (stereo not drawn)	106	105	90	71	105	95	92	50	101
O=C1CCC(=O)N1CN1CCN(c2cc(=O)[nH]c3ccc(F)cc23)CC1	99	98	107	95	113	100	97	75	98
COc1ccccc1N1C(=O)/C(=C/C2=Cc3ccccc3OC2)SC1=S	101	84	97	88	103	97	85	41	96
Cc1cc(OS(=O)(=O)O)c2ccccc2c1OS(=O)(=O)O	107	125	86	64	110	92	91	85	96
N#CC(CCCN1CCOCC1)(c1ccccc1)c1ccccc1	102	97	109	83	103	95	95	94	103
COCCCNCC(=O)Nc1cccc(Cl)c1	97	91	/	91	106	95	/	92	91
CCN(CC)c1ccc(C=O)c(OCc2cn(CC(=O)Nc3ccc(Cl)cc3Cl)nn2)c1	106	122	102	105	105	107	104	123	100
O=C(c1ccc(Cl)cc1)N1CCCCC1	102	91	101	93	/	92	97	73	95
Cn1c(N2CCN(Cc3ccccc3)CC2)nc(-c2ccccc2)c(C#N)c1=O	88	116	97	51	101	92	88	109	104
O=C(O)Cc1ccc2ccccc2c1Br	95	96	101	81	105	93	100	100	93
Cc1nn2c(-c3nc4cc(Cl)c(F)cc4[nH]3)c(-c3ccc(F)cc3)nc2s1	94	79	/	71	83	89	87	65	90
N#Cc1c(-c2ccc(Cl)cc2)cc(-c2ccc(NC(=O)CSc3nc4ccccc4c(=O)n3-c3ccccc3)cc2)nc1N	103	114	95	74	99	94	87	89	93
O=CNc1ccc(S(=O)(=O)c2ccc([N+](=O)[O-])cc2)cc1	78	59	109	70	105	89	99	64	79
CCOC(=O)C1CC(C)(C)OC1=O (stereo not drawn)	96	98	107	86	126	102	100	93	93
Clc1ccc(Nc2ccnc(NCCCNc3ccnc4cc(Cl)ccc34)n2)cc1	-99*	-83*	-94*	-46*	-89*	-52*	-71*	-4.5*	-93*
CCN1CCN(c2nc(NNC(=O)c3ccccc3)nc(N3CCN(C(c4ccccc4)c4ccccc4)CC3)n2)CC1	66	95	81	31	60	71	43	/	49
Cn1cc(-c2nn3c(=O)cc(-c4ccccc4)nc3s2)c2cc(F)ccc21	83	86	38	57	46	70	32	63	48
Cc1ccc(S(=O)(=O)NCc2ccccc2)cc1	114	109	115	100	109	101	101	100	112
CCN(CC)c1ccc(/C=C2/SC(=O)NC2=O)c(O)c1	97	143	98	60	92	101	94	87	101
CCC(C)C(C)O (stereo not drawn)	99	108	108	96	115	103	106	87	95
CCN(CC)CCNC(=O)c1cccc(N2C(=O)/C(=C/c3cccc(F)c3)SC2=S)c1	105	104	97	77	104	97	86	86	/
COc1ccc(/C=C/C(=O)c2cc3c(N)c(C(=O)Nc4ccccc4)sc3nc2C)cc1	20	37	31	35	-19*	13	23	19	1.5*
Cc1ccc2c(n1)C(=O)C(Br)=C(c1ccc([N+](=O)[O-])cc1)C2=O	103	123	72	67	103	92	86	95	90
Nc1c(C(=O)Nc2ccccc2F)sc2nc3c(cc12)C(=O)CCC3	41	60	65	76	9.6*	50	4.4*	-1.0*	32
O=c1[nH]cnc2c1cnn2-c1ccccc1	93	94	114	95	105	103	104	76	98
CCOc1cc(C(=O)O)cc(OCC)c1OCC	105	106	107	88	99	90	/	51	102
Cc1ccc(-c2cc(-c3ccccn3)n(C3=NCC(=O)S3)n2)cc1	110	/	103	92	109	101	100	103	94
Cc1ccc(S(=O)(=O)OCCN(CCOS(=O)(=O)c2ccc(C)cc2)c2ccc(F)cc2)cc1	105	123	96	92	105	97	94	81	89
O=C(Cn1c(=O)[nH]c2ccccc2c1=O)Nc1ccccc1	102	104	104	90	111	99	94	105	102
COc1ccc(/C(=N/N=C(N)N)c2ccc(F)cc2)cc1OC	92	87	93	90	84	91	89	/	89
Cc1nc2cc(Nc3nc(Nc4ccc(F)cc4)nc(Nc4ccc(F)cc4)n3)ccc2n1Cc1ccccc1	87	112	92	61	100	94	90	78	/
O=C1C2CC3C(CC2C(=O)[N]1[Sn]([c]1ccccc1)([c]1ccccc1)[c]1ccccc1)C1(Cl)C(Cl)=C(Cl)C3(Cl)C1(Cl)Cl (stereo not drawn)	-86*	-100*	-100*	-98*	-76*	-87*	-93*	-96*	/
COc1ccc(-c2[nH]c(=S)[nH]c(=O)c2Br)cc1	93	104	100	83	110	97	90	13	86
COc1ccc(OC)c(-c2c(C#N)c(=O)oc3c2c(N)nn3-c2ccccc2)c1	103	124	103	83	106	98	98	104	101
COc1ccc2c(c1)/C(=C\c1ccc(O)cc1)C(=O)N2	104	154	79	76	103	94	76	87	90
COc1ccc(Nc2cc(N)nc(N)n2)cc1	104	101	96	88	112	98	95	/	102
FC(F)(F)c1ccc(-c2ncc(-c3ccc(C(F)(F)F)cc3)c(N3CCC4(CC3)OCCO4)n2)cc1	98	106	97	72	101	103	86	96	86
O=S(=O)(NCCCNc1nccc(-c2c(-c3cccc(F)c3)nc3occn23)n1)c1ccccc1	82	106	77	60	90	72	72	71	93
COc1ccc(C(=O)/C=C/c2ccc(C(C)C)cc2)cc1	95	97	112	82	98	97	87	85	75
COc1ccc(Cn2c(=O)[nH]c(=O)n(Cc3ccc(Cl)cc3)c2=O)cc1	107	106	104	86	97	97	89	100	115
COc1nc2[nH]c(-c3ccc(Cl)cc3)c(C3C(=O)N(Cc4ccccc4)c4ccccc43)c2c(=O)[nH]1 (stereo not drawn)	100	117	98	83	96	88	93	113	94
COc1cc2c(cc1OC)C1=NN(C(=O)Nc3ccc(C)cc3C)C(c3ccncc3)C1C2 (stereo not drawn)	93	/	94	70	104	100	87	92	96
O=C(NCCCNc1cc(-c2cn(-c3ccccc3)nc2-c2cccc(O)c2)ccn1)Nc1ccc(Cl)c(C(F)(F)F)c1	52	99	81	62	30	76	71	39	46
O=c1n(CCCCCCn2cnn(-c3ccccc3)c2=O)cnn1-c1ccccc1	90	97	104	80	97	97	99	98	85
COc1ccc(-n2nnc(C(=O)NCCc3c[nH]c4ccc(F)cc34)c2C)cc1	100	96	102	84	105	103	92	100	92
Cc1cc(=O)c2c(C)cccc2[nH]1	104	98	100	101	106	98	104	123	109
N=C(N)c1ccc(N=Nc2ccc(N)cc2N)cc1	117	124	102	92	100	94	87	115	110
N/C(CCSc1ccccc1N=Cc1ccccc1O)=N/O	112	119	98	81	133	102	/	136	113
CCCCNCc1ccccc1	99	103	102	90	100	/	97	89	104
COC(=O)Cn1c(-c2ccc(C)cc2)nc2cc3nc4ccccc4nc3cc21	97	100	93	72	93	97	87	80	99
Continued:
SMILES	786-0	TK-10	ACHN	UO-31	RXF 393	SN12C	CAKI-1	A498	U251
O=C(OCc1ccccc1)c1ccccc1O	110	101	111	96	102	104	102	95	105
Cc1ccccc1Nc1ncnc2nc[nH]c12	/	100	109	106	121	106	99	106	98
COc1cc(/C=C/c2nc3ccccc3c(=O)n2-c2ccc(C#Cc3ccc(C(C)(C)C)cc3)cc2C)cc(OC)c1OC	104	98	97	90	117	126	91	102	98
O=C(OCc1ccc2c(Cl)cc(Cl)c(O)c2n1)N1CCN(C(=O)c2cc3ccccc3[nH]2)CC1	44	43	12	4.4*	46	28	17	14	14
OCCN(CCCCN(CCO)Cc1ccccc1)Cc1ccccc1	110	91	109	70	93	104	94	75	93
CC1(C)CC[C@]2(C(=O)O)CC[C@]3(C)C(=CCC4[C@@]5(C)C[C@@H](O)[C@@H]6OC(c7ccccc7F)OC[C@@]6(C)C5CC[C@]43C)C2C1 (stereo partly drawn)	17	7.1*	4.1*	4.0*	-15*	3.1*	9.1*	31	3.6*
Clc1ccc(/C=N/N=c2\scc(-c3ccccc3)n2/N=C/c2ccc(Cl)cc2)cc1	100	115	103	98	121	111	/	117	105
O=C(CN1CCN(c2cc3c(cc2F)c(=O)c(C(=O)O)cn3C2CC2)CC1)N/N=C/c1ccc(Cl)cc1	85	81	101	97	108	98	103	73	96
CC(=O)Oc1cc2c(cc1[N+](=O)[O-])OCO2	92	90	100	91	109	97	91	101	82
CC12CC[C@@H]3[C@]4(C)COC(c5cc(F)cc(F)c5)O[C@@H]4CC[C@@]3(C)[C@@H]1CC(C1=CCOC1=O)O2 (stereo partly drawn)	78	65	50	43	77	72	74	79	84
Cc1[nH]c(-c2cc(N)ccc2Cl)c2c1C(=O)CCCC2	40	1.8*	20	10	20	35	2.4*	27	39
CS(=O)(=O)NC(c1ccccc1)c1ccccc1	/	106	104	90	116	108	91	100	99
CC(=O)N/N=C/c1ccc2c(c1)CCC2	106	105	105	75	123	97	100	117	100
Oc1ccccc1C(O)(c1ccccc1)c1ccccc1	106	99	98	94	108	98	90	110	98
CCCCS(=O)(=O)NC(=O)Nc1ccc(Cl)cc1	92	97	53	57	122	98	49	109	93
Oc1c(N=Nc2nn[nH]n2)ccc2ccccc12	102	132	87	59	87	84	98	102	/
CC(C)(C)NCCCCCO	98	97	107	91	140	96	93	96	100
c1ccc(CSC2=NCCN2)cc1	106	108	102	99	93	108	103	130	103

Assay outcomes from PubChem.
